Source: PubChem BioAssay
TRPV1 ag – agonists of human vanilloid receptor 1 (TRPV1); Q8NER1; TRPV1-expressing cells, Fluo-8 calcium influx, agonist mode; activation, % at 8.33 µM; actives 0.19% (n = 320,000); AID 540275; in the data active = activation above about 80%; inconclusive = between about 30% and that limit; note: 0% is about no effect
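Fluo-8 calcium influx in TRPV1-expressing cells, kinetic read (ex 480/em 520 nm). Compound added and read 3 min for agonist activity, followed by capsaicin at EC20 final and 2 min further read for enhancement.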
CXXC DNA block – inhibitors of human MLL CXXC domain-DNA interaction; MLL-CXXC / FITC-HOXA9 DNA fluorescence polarization; Potency, µM (titrated, usually from 115 µM), inactives show at the highest dose activity change, negative = inhibition, usual class: inhibitors; actives 0.037% (n = 290,000); AID 2662; active = well fitted inhibition curve with a large enough effect in the polarisation, with a control signal flat, not every such curve was filed as active; inconclusive = small, poorly fitted or top-dose-only effect, or effect the other way, or a change in a side signal; inactive = no such curve, though single readings can be large or run the other way; the % refers to the polarisation; note: potency is the fitted concentration of half-maximal effect
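Fluorescence polarization: 7 uM MLL-CXXC (stock) preincubated 5 min with compounds, then 50 nM fluorescein-HOX-A9 DNA (stock) added; 30 min ambient. Buffer 50 mM Tris-HCl pH 7.5, 50 mM NaCl, 1 mM DTT, 0.05% BSA.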
GALK inhibitor – galactokinase (human) inhibition; Potency, µM (series often up to 57.5 µM), without a hit: top-dose activity change, negative = inhibition, most hits filed as inhibitors; Purified GALK, Kinase-Glo residual ATP luminescence; actives 0.007% (n = 270,000); AID 1868; P51570; note: potency is the fitted concentration of half-maximal effect; % is set by controls: 0 for no effect and ±100 for the full control effect
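The enzyme phosphorylates galactose (100 uM) using ATP (35 uM); inhibition is detected as higher residual ATP, quantified by bioluminescence after 1 h reaction at room temperature, pH 8.0.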
Menin MLL FP TR – displaces Texas Red mutant MLL peptide from human menin; O00255; Menin + Texas Red MLL mutant peptide, fluorescence polarization; Potency, µM (series often up to 61.6 µM), without a hit: top-dose FP activity change, negative = inhibition, usual class: inhibitors; actives 0.23% (n = 270,000); AID 1768; active = well fitted inhibition curve with a large enough effect in the polarisation, with a control signal flat, not every such curve was filed as active; inconclusive = small, poorly fitted or top-dose-only effect, or effect the other way, or a change in a side signal; inactive = no such curve, though single readings can be large or run the other way; the % refers to the polarisation; note: potency is the fitted concentration of half-maximal effect; % of control where 0% means no effect; many of its hits are not listed in these tables
B2AR arrestin – beta2AR (human) beta-arrestin recruitment activity; beta-arrestin recruitment to beta2AR, cell-based reporter; Potency, µM (series often up to 46.1 µM), for inactives: at the top dose activation, most hits filed as activators; actives 0.02% (n = 330,000); AID 492947;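 note: potency is the fitted concentration of half-maximal effect; 0% = DMSO controls and full agonism = EC100 isoproterenol or metaproterenol; nearly all actives have a fitted effect of over 65% in size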
USP2a inh – USP2a (human) protease inhibition. Potency, µM (top dose mostly 38.3 µM), for inactives: at the highest dose activity change, negative = inhibition, hits mostly inhibitors. actives 0.01% (n = 330,000). AID 463254. O75604. USP2 core, Ub-CHOP2 coupled fluorogenic reporter, 485/531;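 note: potency is the fitted concentration of half-maximal effect; plate controls were DMSO wells for no effect and full inhibition by NEM control for full effect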
Target sequence (O75604 whole entry, looked up): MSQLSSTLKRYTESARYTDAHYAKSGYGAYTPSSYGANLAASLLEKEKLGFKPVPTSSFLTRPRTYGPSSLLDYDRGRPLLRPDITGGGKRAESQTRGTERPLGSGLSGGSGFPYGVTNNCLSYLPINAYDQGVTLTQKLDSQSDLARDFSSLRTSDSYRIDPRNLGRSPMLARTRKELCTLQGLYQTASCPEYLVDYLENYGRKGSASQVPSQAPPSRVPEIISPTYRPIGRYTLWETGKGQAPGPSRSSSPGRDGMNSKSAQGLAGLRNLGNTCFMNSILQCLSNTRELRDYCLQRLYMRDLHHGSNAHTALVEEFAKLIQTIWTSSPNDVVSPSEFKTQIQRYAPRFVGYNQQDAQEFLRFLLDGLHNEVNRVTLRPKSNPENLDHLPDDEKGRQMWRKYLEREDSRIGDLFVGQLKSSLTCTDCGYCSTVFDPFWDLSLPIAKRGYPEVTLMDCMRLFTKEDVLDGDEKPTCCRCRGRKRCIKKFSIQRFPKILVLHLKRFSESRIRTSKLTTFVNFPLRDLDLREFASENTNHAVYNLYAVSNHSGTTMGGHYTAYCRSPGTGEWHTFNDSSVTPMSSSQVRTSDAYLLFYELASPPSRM
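USP2 core (10nM final) preincubated 30min RT with compound in 20mM Tris-HCl pH 8.0, 2mM CaCl2, 2mM beta-mercaptoethanol, 0.05% CHAPS; 25nM Ub-CHOP2 plus 25nM reporter substrate added, fluorescence (Ex485/Em531) read after 60min.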
Coupling enz – counter-screen for Giardia aldolase inhibitors: coupling enzyme system | actives 0.67% (n = 290,000) | AID 2472 | coupling enzyme system counterscreen, AmpLite Red fluorescence | activity change, negative = inhibition, % at 58.2 µM, hits read low; in the data active = activity change below about -30%; note: % is set by controls: 0 for no effect and ±100 for the full control effect
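Fluorescence at 525 nm excitation and 598 nm emission measured inhibition of the coupled detection system without aldolase. Compounds (at 57.5 uM final) were preincubated 10 min at room temperature with coupling enzyme reagent before a 20 min substrate/AmpLite Red step.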
PKM2 activator – PKM2 (human) enzyme activation; P14618; purified PKM2, Kinase-Glo ATP luminescence, activation; response scale: 0% is enzyme alone, no compound; Potency, µM (highest dose often 57.5 µM), without a hit: top-dose activation, most hits filed as activators; actives 0.34% (n = 260,000); AID 1631; note: potency is the fitted concentration of half-maximal effect; % is set by controls: 0 for no effect and ±100 for the full control effect; nearly all actives have a fitted effect of over 55% in size
Target sequence (P14618 whole entry, looked up): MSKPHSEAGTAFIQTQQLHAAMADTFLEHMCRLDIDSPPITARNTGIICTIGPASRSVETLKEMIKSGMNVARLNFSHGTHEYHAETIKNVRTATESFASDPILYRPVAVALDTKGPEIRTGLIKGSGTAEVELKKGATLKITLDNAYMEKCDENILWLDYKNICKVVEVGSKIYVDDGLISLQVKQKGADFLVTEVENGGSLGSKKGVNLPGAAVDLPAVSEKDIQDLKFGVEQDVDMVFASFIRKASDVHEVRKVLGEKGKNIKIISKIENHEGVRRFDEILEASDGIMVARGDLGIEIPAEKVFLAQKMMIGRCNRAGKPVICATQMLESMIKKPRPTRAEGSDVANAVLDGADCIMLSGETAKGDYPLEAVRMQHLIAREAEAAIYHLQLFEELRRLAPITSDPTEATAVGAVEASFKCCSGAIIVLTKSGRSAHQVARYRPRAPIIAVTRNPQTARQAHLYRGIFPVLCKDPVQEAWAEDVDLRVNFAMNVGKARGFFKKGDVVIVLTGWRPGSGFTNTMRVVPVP
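Purified hPK-M2 (>95%) run at intermediate activity with 0.1 mM ADP and 0.5 mM PEP in 50 mM imidazole pH 7.2, KCl, MgCl2; 1 h room temperature. ATP formed read by Kinase-Glo luminescence; normalized to uninhibited and no-enzyme controls.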
KCNH2 3.1 inh – inhibitors of human KCNH2 3.1 potassium channel isoform | U2OS KCNH2 3.1, thallium flux FluxOr; hits give low values | activity change, % (tested at about 1.8 µM) | actives 0.95% (n = 340,000) | AID 720553;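 active = maximum activity change below -70%; inconclusive = maximum activity change from -70% to -50%; inactive = maximum activity change above -50%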;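 note: thallium influx rate constant from kinetic fluorescence after stimulation buffer; % is set by controls: 0 for no effect and ±100 for the full control effect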
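Steps: virus added to U2OS suspension (4 h, RT, dark); medium with 10% FBS added, cells plated, 37 C overnight; FluxOr/Red40 loading buffer 45 min RT; stimulation buffer, 2 min kinetic read; rate constant normalized.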
KCNH2 WT inh – KCNH2 (human, wildtype) channel inhibition; Q12809; U2OS, BacMam KCNH2, thallium flux FluxOr; hits give low values; activity change, % at 1.84 µM; actives 0.37% (n = 340,000);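 active = maximum activity change below -70%; inconclusive = maximum activity change between -70% and -50%; inactive = maximum activity change above -50%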; note: % is set by controls: 0 for no effect and ±100 for the full control effect
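U2OS cells transduced with wild-type KCNH2 virus are loaded with FluxOr dye for 45 min, and thallium flux is measured in kinetic reads before and after stimulation buffer. Rate constants are normalized to DMSO controls.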
Giardia kill – kills Giardia lamblia. Giardia lamblia trophozoite viability. activity change, % at 7.66 µM, hits read low. actives 0.15% (n = 340,000). AID 540267; in the data active = activity change below about -80%; inconclusive = between about -30% and that limit;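 note: parasites exposed to compound for two days anaerobically before the ATP read; % is set by controls: 0 for no effect and ±100 for the full control effect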
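Trophozoites 100 cells/well + cpd; 48 hrs, 37 deg C, anaerobic. ATPLite 1-Step added, 15-30 min RT, luminescence read (ATP-based viability).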
* marks the source's active call; other numbers are inactive results; & = joins results of further samples; [ ] = remark or other dose. Unless noted, calls come from the whole dose curve; as a rule, active = well fitted curve in the direction sought with a large enough effect; inconclusive = small, poorly fitted or top-dose-only effect, or another doubt; inactive = no such curve, though single readings can be large; an effect the other way counts as inactive or inconclusive. This is a subset, so the mix of outcomes need not match the whole.

How did CCCCC1=CC2=C(c3ccco3)C(=O)C(C)(OC(=O)c3ccc(OC)cc3)C(=O)C2=CN1Cc1ccccc1 (stereo not given) do in these assays?
TRPV1 ag: -6; CXXC DNA block: -1%; GALK inhibitor: -2%; Menin MLL FP TR: 1%[11.7 µM]; B2AR arrestin: -0.6%; USP2a inh: -3%; Coupling enz: -5&-7; PKM2 activator: inconclusive; KCNH2 3.1 inh: 10; KCNH2 WT inh: 1; Giardia kill: -5

How did O=C(COC(=O)c1cc([N+](=O)[O-])ccc1NCc1ccccc1)NC1CCCCC1 do in these assays?
TRPV1 ag: 1; CXXC DNA block: -6%; GALK inhibitor: 0%; Menin MLL FP TR: -7%; B2AR arrestin: -0.5%; USP2a inh: 4%; Coupling enz: 0; PKM2 activator: -2%; KCNH2 3.1 inh: -6; KCNH2 WT inh: 8; Giardia kill: -25

Results for Cc1ccc(NC(=O)NC2CCCN2S(=O)(=O)c2ccc(Cl)cc2)cc1 (stereo not given) ?
TRPV1 ag: 2; CXXC DNA block: 0%; GALK inhibitor: 1%; Menin MLL FP TR: 15%; B2AR arrestin: -0.1%; USP2a inh: 3%; Coupling enz: -1; PKM2 activator: 2%; KCNH2 3.1 inh: -1; KCNH2 WT inh: 3; Giardia kill: -12

How did Cc1ccc(N2C(=O)CSC2c2cccnc2)c(Cl)c1 (stereo not given) do in these assays?
TRPV1 ag: 2; CXXC DNA block: -9%; GALK inhibitor: 1%; B2AR arrestin: -0.1%; USP2a inh: 0%; Coupling enz: -1; PKM2 activator: -13%; KCNH2 3.1 inh: -2; KCNH2 WT inh: 7; Giardia kill: 42[activator]

Results for COc1ccc(CCN2C(=O)c3[nH]nc(-c4ccccc4O)c3C2c2cccc(Cl)c2)cc1 (stereo not given) ?
TRPV1 ag: 1; CXXC DNA block: 12%; GALK inhibitor: -1%; Menin MLL FP TR: inconclusive; B2AR arrestin: -0.3%; USP2a inh: -1%; Coupling enz: -1; PKM2 activator: 3%; KCNH2 3.1 inh: -26; KCNH2 WT inh: -10; Giardia kill: 24

What do the screens show for `CCC(CC)C(=O)N=C1SC2CS(=O)(=O)CC2N1CCc1ccc(OC)cc1` (stereo not given)?
TRPV1 ag: -2; CXXC DNA block: -1%; GALK inhibitor: -1%; B2AR arrestin: -0.6%; USP2a inh: 0%; Coupling enz: -4; PKM2 activator: -13%; KCNH2 3.1 inh: 4; KCNH2 WT inh: 1; Giardia kill: -1

Results for c1ccc(-c2cc(-c3nnco3)c3ccccc3n2)nc1 ?
TRPV1 ag: -1; CXXC DNA block: 2%; GALK inhibitor: 11%; Menin MLL FP TR: 4%; B2AR arrestin: -0.5%; USP2a inh: 1%; Coupling enz: 3; KCNH2 3.1 inh: 9; KCNH2 WT inh: 3; Giardia kill: -6

What do the screens show for `COc1ccc(CCNC(=O)c2nnn(CC(=O)Nc3c(C)cc(C)cc3C)c2N)cc1OC`?
TRPV1 ag: 2; CXXC DNA block: 3%; GALK inhibitor: 0%; Menin MLL FP TR: 0%; B2AR arrestin: 0.1%; USP2a inh: 2%; Coupling enz: 1; PKM2 activator: -1%[0.46 µM]; KCNH2 3.1 inh: -7; KCNH2 WT inh: -16; Giardia kill: 15

How did O=S(=O)(c1ccc(F)cc1)N1CCN(c2ncnc3c2cnn3-c2ccccc2)CC1 do in these assays?
TRPV1 ag: 7; CXXC DNA block: 4%; GALK inhibitor: -2%; Menin MLL FP TR: 16%; B2AR arrestin: -0.1%; USP2a inh: 1%; Coupling enz: 4; PKM2 activator: -1%; KCNH2 3.1 inh: -12; KCNH2 WT inh: -3; Giardia kill: -25

Results for Cc1ccc(N(C(=O)CNC(=O)c2ccco2)C(C(=O)NCC2CCCO2)c2ccccc2)c(C)c1 (stereo not given) ?
TRPV1 ag: 11; CXXC DNA block: 9%; GALK inhibitor: -1%; Menin MLL FP TR: -17%; B2AR arrestin: -0.6%; USP2a inh: 5%; Coupling enz: 0; PKM2 activator: -6%; KCNH2 3.1 inh: 9; KCNH2 WT inh: 0; Giardia kill: -15

How did Cc1noc(C)c1COc1ccc(C(=O)OCC(=O)NC23CC4CC(CC(C4)C2)C3)cc1 do in these assays?
TRPV1 ag: 6; CXXC DNA block: 4%; GALK inhibitor: 0%; Menin MLL FP TR: -4%; B2AR arrestin: 0.0%; USP2a inh: 4%; Coupling enz: 5; PKM2 activator: 6%; KCNH2 3.1 inh: 0; KCNH2 WT inh: -8; Giardia kill: -5

Results for CC(=O)N(CCC(Cc1ccccc1)c1ccc2c(c1)OCO2)Cc1ccccc1F (stereo not given) ?
TRPV1 ag: 29; CXXC DNA block: 2%; GALK inhibitor: 1%; Menin MLL FP TR: -26%; B2AR arrestin: 0.0%; USP2a inh: 0%; Coupling enz: 4; PKM2 activator: 6%; KCNH2 3.1 inh: -12; KCNH2 WT inh: -4; Giardia kill: 0

Results for CC(=O)Nc1ccc(C(=O)CN2C(=O)CSC2=O)cc1 ?
TRPV1 ag: -1; CXXC DNA block: 0%; GALK inhibitor: 2%; Menin MLL FP TR: 7%; B2AR arrestin: -0.6%; USP2a inh: 0%; Coupling enz: 1; PKM2 activator: 6%; KCNH2 3.1 inh: 1; KCNH2 WT inh: -5; Giardia kill: -1

What do the screens show for `COC(=O)C1=CO[C@@H](O[C@@H]2O[C@H](CO)[C@@H](O)[C@H](O)[C@H]2O)C2C1C=C[C@@]2(O)CO` (stereo not given in full)?
B2AR arrestin: 0.0%; USP2a inh: 3%; KCNH2 3.1 inh: 18; KCNH2 WT inh: 1; Giardia kill: 44[activator]

Results for CCOC(=O)C1(C(F)(F)F)N=C(c2cccnc2)OC(N2CCOCC2)=N1 (stereo not given) ?
TRPV1 ag: 0; CXXC DNA block: -4%; GALK inhibitor: 0%; Menin MLL FP TR: 5%; B2AR arrestin: -0.2%; USP2a inh: 2%; Coupling enz: 2; PKM2 activator: -13%; KCNH2 3.1 inh: -10; KCNH2 WT inh: 0; Giardia kill: 3

What do the screens show for `C=CCn1c(=O)/c(=C\c2ccsc2)s/c1=C(/C#N)C(=O)NCCN1CCOCC1`?
TRPV1 ag: inconclusive; CXXC DNA block: inconclusive; GALK inhibitor: 2%; Menin MLL FP TR: -13%; B2AR arrestin: -0.2%; USP2a inh: 3%; Coupling enz: 0; PKM2 activator: -5%; KCNH2 3.1 inh: -9; KCNH2 WT inh: 17; Giardia kill: 0

What do the screens show for `Cc1ccc2nc(/C(C#N)=C\c3cc(O)ccc3[N+](=O)[O-])[nH]c2c1`?
TRPV1 ag: 0; CXXC DNA block: -2%; GALK inhibitor: 0%; Menin MLL FP TR: 22%; B2AR arrestin: -0.6%; USP2a inh: 0%; Coupling enz: 3; PKM2 activator: -1%; KCNH2 3.1 inh: -22; KCNH2 WT inh: -8; Giardia kill: 0

Results for C/C=C\C=C\C(=O)Nc1cccc(C2=NOC3(C2)C[C@H](C(N)=O)N(C(=O)c2ccccc2C(=O)c2ccccc2)C3)c1 (stereo not given in full) ?
TRPV1 ag: 8; CXXC DNA block: inconclusive; GALK inhibitor: -1%; B2AR arrestin: -0.4%; USP2a inh: -9%; Coupling enz: -3; PKM2 activator: -12%; KCNH2 3.1 inh: -13; KCNH2 WT inh: 5; Giardia kill: 18

Results for CN(c1ccc(C(=O)NCc2cccs2)cc1)S(=O)(=O)c1ccccc1 ?
TRPV1 ag: 1; CXXC DNA block: 1%; GALK inhibitor: -3%; Menin MLL FP TR: 14%; B2AR arrestin: -0.2%; USP2a inh: 2%; Coupling enz: -5; PKM2 activator: inconclusive; KCNH2 3.1 inh: 4; KCNH2 WT inh: 6; Giardia kill: 6

What do the screens show for `COc1cc(NC(=O)C(F)(F)F)cc(OC)c1`?
TRPV1 ag: -3; CXXC DNA block: 2%; GALK inhibitor: 0%; Menin MLL FP TR: -8%; B2AR arrestin: -3.1%; USP2a inh: -2%; Coupling enz: 0; PKM2 activator: 1%; KCNH2 3.1 inh: 1; KCNH2 WT inh: 3; Giardia kill: -23

How did Cc1ccc(SCCC(=O)Nc2ccc(OCc3ccccc3)cc2)cc1 do in these assays?
TRPV1 ag: 0; CXXC DNA block: -1%; Menin MLL FP TR: inconclusive; B2AR arrestin: -0.7%; USP2a inh: 2%; Coupling enz: 2; PKM2 activator: 4%; KCNH2 3.1 inh: -1; KCNH2 WT inh: -4; Giardia kill: -28

What do the screens show for `CC1CC(c2ccccc2)NS(=O)(=O)O1` (stereo not given)?
TRPV1 ag: 0; CXXC DNA block: 9%; Menin MLL FP TR: 12%; B2AR arrestin: 0.4%; USP2a inh: 0%; Coupling enz: 3; PKM2 activator: 0%; KCNH2 3.1 inh: -4; KCNH2 WT inh: -13; Giardia kill: -7

Results for O=C1/C(=C/c2ccccc2[N+](=O)[O-])COc2ccccc21 ?
TRPV1 ag: 6; CXXC DNA block: 12%; GALK inhibitor: -4%; Menin MLL FP TR: -2%; B2AR arrestin: -0.4%; USP2a inh: 10%; Coupling enz: -3; PKM2 activator: 2%; KCNH2 3.1 inh: -7; KCNH2 WT inh: -5; Giardia kill: 17
